SR-BI DiI inh – mouse SR-BI HDL lipid transfer inhibition | Q61009 | ldlA[mSR-BI] CHO cells, DiI-HDL uptake fluorescence, 3 h | inhibition, % at 12.5 µM | 320,000 tested, 0.96% active | AID 488896;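 active = mean replicate inhibition of at least 70% and a set share of replicates each scoring 70 or more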;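 also: 0% = median of neutral control wells and 100% = median of positive control wells; values of inactives mirror those of a sister screen read the other way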
CDK5 p35 inh – CDK5/p35 (human) kinase inhibition; Q00535+Q15078; Recombinant CDK5/p35, ADP-Glo luminescence, 60 min; inhibition, % at 10 µM; 330,000 tested, 0.01% active; AID 488839;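 active = highest replicate inhibition of at least 50% and at least 75% of replicates reaching 50%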;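 also: plate controls were DMSO neutral control for no effect and GW8510 at 10 µM for full effect; many of its hits are not listed in these tables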
Target sequence (Q00535 whole entry, looked up): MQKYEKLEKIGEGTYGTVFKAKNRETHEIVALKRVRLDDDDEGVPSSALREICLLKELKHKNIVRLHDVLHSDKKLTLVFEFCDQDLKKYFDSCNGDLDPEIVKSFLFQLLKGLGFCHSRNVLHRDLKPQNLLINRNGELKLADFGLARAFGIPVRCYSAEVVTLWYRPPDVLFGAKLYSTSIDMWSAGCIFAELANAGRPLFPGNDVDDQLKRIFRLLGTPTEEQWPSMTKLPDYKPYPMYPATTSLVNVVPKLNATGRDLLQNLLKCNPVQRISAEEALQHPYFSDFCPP
Target sequence (Q15078 whole entry, looked up): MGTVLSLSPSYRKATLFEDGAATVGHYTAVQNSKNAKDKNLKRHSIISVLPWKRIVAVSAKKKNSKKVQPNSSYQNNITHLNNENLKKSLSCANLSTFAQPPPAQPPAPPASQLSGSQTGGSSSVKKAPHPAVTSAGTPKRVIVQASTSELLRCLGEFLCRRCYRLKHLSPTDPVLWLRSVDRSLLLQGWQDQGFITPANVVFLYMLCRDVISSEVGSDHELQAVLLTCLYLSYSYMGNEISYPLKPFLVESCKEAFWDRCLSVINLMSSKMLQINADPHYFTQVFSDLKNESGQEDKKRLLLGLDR
SUMO Mot1 rescue – inhibitors of SUMOylation pathway: yeast Mot1-301 growth rescue; growth rescue, % at 18.8 µM; 320,000 tested, 1% active; AID 2716; S. cerevisiae Mot1-301 growth rescue, ATP luminescence, 38.5C; percent above DMSO median, 100 means doubled;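 active = every valid replicate shows activation above 250% relative to neutral control wells; inactive = the rest, any valid replicate at or below 250%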;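 also: OY570 slx delta 5 strain wells were the positive control but not used for scaling; some compounds called inactive have numbers as strong as hits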
NSD2 inh – inhibitors of human histone methyltransferase NSD2. inhibition, % at 12.5 µM. 310,000 tested, 0.54% active. O96028. NSD2 peptide methylation, AlphaScreen, 120 min; in the data active = inhibition above about 50%
Arr AP2 block – blocks beta-arrestin peptide binding to AP2 adaptin; 340,000 tested, 0.31% active; FITC-arrestin peptide / GST-AP2 beads, flow cytometry; AP2 beta2 appendage carries R879A mutation; inhibition, % at 10 µM;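 active = inhibition above a set limit, near 3 SD of compounds lacking own fluorescence, cut at about 54% in these data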;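 also: plate controls were DMSO wells for no effect and 5 µM unlabelled arrestin peptide for full effect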
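Measured by: flow cytometry, FL1 (488/535 nm); Material: AP2 appendage R879A on GSH beads; Evaluation: percent response; Timing: pre-incubation 12 min, peptide binding 1 h, room temperature; Also added: 50 nM FITC-arrestin peptide; Medium: PBS with 0.05% Tween 20 and 0.1% BSA.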
PKA-R2B activ – activators of human PKA-R2B complex; P22694+P31323; PKA-R2B holoenzyme dissociation, Cy5-IP20 fluorescence polarization; R2B truncated from residue 108, S112A mutant; 0% DMSO only, 100% 113 µM cGMP; activation, % at 11.4 µM; 340,000 tested, 0.079% active;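 active = activation above a cutoff set at the mean over all compounds plus 3 SD, cut at about 18% in these data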;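 also: higher means more holoenzyme dissociation and a rise in polarization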
Target sequence (P31323 whole entry, looked up, other chains not shown, the tested form may be a part): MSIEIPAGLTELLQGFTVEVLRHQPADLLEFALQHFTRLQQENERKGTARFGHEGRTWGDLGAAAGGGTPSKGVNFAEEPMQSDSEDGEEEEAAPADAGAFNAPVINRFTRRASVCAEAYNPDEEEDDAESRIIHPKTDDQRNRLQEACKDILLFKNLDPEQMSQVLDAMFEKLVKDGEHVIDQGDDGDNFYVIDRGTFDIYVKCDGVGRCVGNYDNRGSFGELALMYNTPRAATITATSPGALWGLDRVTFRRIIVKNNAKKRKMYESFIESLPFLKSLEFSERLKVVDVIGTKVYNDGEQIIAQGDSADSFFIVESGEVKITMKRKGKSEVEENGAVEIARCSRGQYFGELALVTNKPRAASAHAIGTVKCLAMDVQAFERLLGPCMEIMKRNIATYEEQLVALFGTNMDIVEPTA
DSG3 Ab inh – human desmoglein-3 autoantibody binding inhibition | P32926 | DSG3-coupled beads, scFv-anti-DSG3-GFP binding, flow cytometry; active compounds read low | binding (percent of control), % at 10 µM | 310,000 tested, 0.48% active | AID 588358;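 active = binding more than 3 SD below its plate's average and above zero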;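 also: hits lower antibody fragment binding to DSG3; some compounds called inactive have numbers as strong as hits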
SR-BI uptake up – activators of SR-BI mediated HDL lipid uptake | CHO ldlA[mSR-BI] cells, DiI-HDL uptake fluorescence, 3 h; 100 = double the neutral-control signal | activation, % at 12.5 µM | 320,000 tested, 0.096% active | AID 504775;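 active = mean replicate activation of at least 60% and every replicate at or above 60%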;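 also: 0% = median plate neutral-control signal and 100% = twice that signal; values of inactives mirror those of a sister screen read the other way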
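Assay system: LDL receptor-deficient CHO ldlA cells overexpressing murine SR-BI / Medium: BSA-supplemented, HEPES-buffered Ham's F12, pH 7.4 / Probe or stimulus: DiI-labelled HDL at 10 µg/mL final / Timing: compound with DiI-HDL co-incubation, 3 h at 37 °C / Technique: bottom-read cell fluorescence after medium removal, ex 550/em 595 nm / Measure: HDL uptake via cellular fluorescence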
PKA-R1A act – activates the PKA-R1A holoenzyme complex | P00514+P68181 | PKA-R1A dissociation, Cy5-IP20 fluorescence polarization; scaled: DMSO 0%, 113 µM cGMP 100% | activation, % at 11.4 µM | 340,000 tested, 0.083% active | AID 504707;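 active = percent activation above the mean of all tested compounds plus 3 SD, cut at about 19% in these data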;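 also: higher means more PKAc released from R1A so a rise in polarization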
MITF act – activators of MITF-driven TRPM1 promoter activity in SK-MEL-5 cells; SK-MEL-5 TRPM1-promoter luciferase, 24 h; % of positive control, neutral wells = 0; activation, % at 12.5 µM; 300,000 tested, 0.75% active;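 active = mean activation of at least 80% with every replicate also reaching 80%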;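 also: 0% = neutral control wells and 100% = parthenolide positive control wells; values of inactives mirror those of a sister screen read the other way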
dFosB activator – mouse delta FosB homodimer activation; P13346; 340,000 tested, 0.99% active; activation, % at 25 µM; purified delta FosB, TAMRA-CDK5 oligo fluorescence polarization; percent of positive-control signal above neutral wells;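 active = mean activation above about 17%, with every replicate also reaching it, limit read from the data, passing the limit was not always enough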;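 also: fluorescence polarization rise as delta FosB binds a TAMRA Cdk5 AP-1 oligo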
* marks the source's active call; other numbers are inactive results; . = not tested or not shown. Hits appear at their usual frequency; any-hit rate near 4.7%.

SMILES | SR-BI DiI inh | CDK5 p35 inh | SUMO Mot1 rescue | NSD2 inh | Arr AP2 block | PKA-R2B activ | DSG3 Ab inh | SR-BI uptake up | PKA-R1A act | MITF act | dFosB activator
O=C(O)CCC(=O)N1N=C(c2ccco2)CC1c1ccco1 (configuration not stated) | -28 | 0.5 | 123 | 5 | 6 | -9 | 118 | 28 | -6 | . | 0
Cc1ccc(S(=O)(=O)NCCC(=O)N2CCN(S(=O)(=O)c3cccc(F)c3)CC2)cc1C | -2 | 0.2 | 10 | 0 | 24 | -3 | 103 | 2 | 9 | -5 | -10
CC(C)(C)n1nnnc1C(c1cccc(C(F)(F)F)c1)N1CCOCC1 (configuration not stated) | 0 | 2.5 | 5 | . | 13 | 5 | 106 | 0 | -4 | 3 | -18
CN(Cc1ccccc1)S(=O)(=O)c1ccc(N2CCOCC2)nc1 | -3 | -1.2 | -2 | -1 | 3 | -11 | 114 | 3 | -1 | -2 | 4
CCc1c(O)nc(SCC(=O)Nc2ccccc2C)[nH]c1=O | -5 | 0.7 | 3 | 1 | 1 | 6 | 95 | 5 | -2 | -6 | -5
O=C(COC(=O)c1cccc(F)c1)NC1CC1 | -16 | 0.8 | 511 | -14 | 6 | 3 | 105 | 16 | 0 | -3 | -13
O=C(CN1CCN(S(=O)(=O)c2ccc(F)cc2)CC1)NCC1(N2CCOCC2)CCCCC1 | -17 | 0.1 | 16 | 3 | 25 | -6 | 105 | 17 | -13 | -8 | -7
O=C(CCCCCCN1C(=O)c2ccccc2C1=O)NC1CCCCC1 | 12 | -3.0 | -1 | 1 | -4 | -1 | -5.7* | -12 | -2 | . | -7
COc1cc(S(=O)(=O)N2CCOCC2)ccc1NC(=O)CSc1nnc(N)s1 | 6 | 0.3 | 3 | -1 | 3 | -6 | 103 | -6 | 0 | -2 | -7
CCOc1ccc(CN2C(=O)c3ccccc3C2=O)cc1C(=O)O | 9 | -0.6 | -1 | 1 | -4 | 6 | 111 | -9 | -4 | 1 | -5
CCCCNC(=O)NS(=O)(=O)c1ccc(NS(=O)(=O)c2ccccc2)cc1 | -7 | 0.1 | -19 | 0 | 5 | -8 | 100 | 7 | 1 | . | -1
O=c1[nH]c2cc(F)ccc2c2ccc(F)cc12 | -4 | 1.1 | . | -1 | 3 | -8 | 98 | 4 | -1 | 0 | -18
COc1ccc(C(=O)OCC(=O)N2CCc3ccccc3C2)cc1OC | 15 | 0.6 | -21 | 1 | -5 | 8 | 89 | -15 | 0 | 8 | -7
CC1CC(C)CN(CCCNC(=O)Cc2c(C(=O)O)[nH]c3ccccc23)C1 (configuration not stated) | -26 | -0.9 | 1 | . | -3 | 4 | . | 26 | 2 | . | 2
CC1CCc2nc(NC(=O)c3cc(C(C)(C)C)nn3C)sc2C1 (configuration not stated) | . | 4.2 | -2 | -3 | -3 | 0 | 101 | . | -3 | 10 | -6
CC(C)(C)c1ccc(C(=O)NCCCNC(=O)c2cccnc2)cc1 | . | -0.5 | -14 | -3 | -13 | 5 | . | . | -2 | 12 | -3
CCOc1ccccc1N1CCN(Cc2ccc(Br)s2)CC1 | -21 | 0.8 | -13 | 2 | -6 | -7 | . | 21 | 1 | . | -13
CCOC(=O)CCC(NC(=O)CCCCCCCC(=O)NC(CCC(=O)OCC)C(=O)OCC)C(=O)OCC (configuration not stated) | 18 | 0.4 | 16 | -2 | -10 | -5 | 102 | -18 | 0 | 0 | -3
O=C(O)CCNS(=O)(=O)c1ccc(Oc2ccccc2)cc1 | -8 | -4.0 | -18 | . | 2 | -5 | 111 | 8 | -2 | 1 | -7
COc1ccccc1C(CNC(=O)C(CCSC)NC(=O)c1ccccc1Cl)N1CCCC1 (configuration not stated) | -24 | -3.0 | . | -4 | 0 | 1 | 100 | 24 | -12 | -6 | -2
CC(C)(C)NC(=O)CSc1nnc(Cc2ccccc2)n1CC1CCCO1 (configuration not stated) | 3 | -0.4 | 14 | -7 | -5 | -11 | 108 | -3 | -10 | -6 | -4
O=C(CSC(=S)N1CCOCC1)Nc1ccc(S(=O)(=O)Nc2ncccn2)cc1 | -16 | -3.4 | 0 | 5 | 0 | 9 | 94 | 16 | 2 | 2 | -8
CCOC(=O)C(C)NC(=O)CCc1nnc2ccc(N3CCC(C)CC3)nn12 (configuration not stated) | 2 | -0.4 | 186 | -7 | 1 | -16 | 99 | -2 | -10 | 15 | 4
COc1ccc(NC(=O)N2CCN(C(=O)Nc3ccc(OC)cc3)CC2)cc1 | 7 | 1.1 | -37 | 1 | 9 | -14 | 107 | -7 | -13 | -6 | -2
CNC(=S)N(CCc1c(C)[nH]c2ccc(C)cc12)Cc1cccnc1 | 32 | 0.4 | -4 | . | 6 | -2 | 98 | -32 | -8 | . | -4
CCCN(CCC)c1nc(Cl)nc(NCc2ccco2)n1 | 9 | 2.4 | 15 | 0 | 17 | 7 | 103 | -9 | 0 | 16 | 0
Cc1ccc(CCNS(=O)(=O)c2cnc[nH]2)cc1 | . | 1.6 | -8 | 1 | 6 | -5 | 105 | . | -3 | 0 | 4
O=C(C[C@H]1C/C=C/CC[C@@H](Cc2ccc(F)cc2)C(=O)O[C@@H](c2ccccc2)CNC1=O)NCCO | -10 | -0.1 | 9 | . | 15 | 10 | 103 | 10 | 1 | 13 | 1
CCN(CC)CCCC(C)NC(=O)c1cc(=O)c2ccccc2o1 (configuration not stated) | -23 | 0.8 | -1 | 6 | 6 | -5 | 105 | 23 | -3 | -3 | -2
CCN(C(=O)C1CSC2(C)CCC(=O)N12)c1nc2c(C)cccc2s1 (configuration not stated) | 16 | 0.5 | 6 | 1 | 13 | 0 | 110 | -16 | -3 | 3 | -1
CCNC(=O)COC(=O)c1cc(S(=O)(=O)N2CCCc3ccccc32)ccc1Cl | . | -2.5 | 4 | 3 | 5 | -2 | 105 | . | 5 | 3 | -6
CCC(C)n1cnc2c(=O)oc3ccccc3c21 (configuration not stated) | -5 | -2.1 | -5 | -1 | -11 | -16 | 89 | 5 | 2 | -15 | -4
O=C(CSc1nc(O)c(C2CCCCC2)c(=O)[nH]1)Nc1ccc(F)cc1 | -15 | -0.2 | 22 | 0 | -3 | -8 | 91 | 15 | -2 | 2 | -3
Cc1cccnc1NC(=O)c1ccc2c(c1)NC(=O)C(C)S2 (configuration not stated) | 3 | 1.3 | 1 | -1 | 4 | -10 | 94 | -3 | 4 | 13 | 0
COc1ccc(C(=O)Nc2ccc3ccccc3n2)c(OC)c1OC | 4 | 1.1 | -7 | -1 | 10 | 4 | 91 | -4 | -4 | -7 | -8
O=C(O)COc1ccccc1Cc1ccccc1 | -21 | 1.1 | 0 | -1 | 4 | 0 | 101 | 21 | -18 | 1 | -4
CN(C)S(=O)(=O)c1cccc(NC(=O)CN2C(=O)C3C4C=CC(C4)C3C2=O)c1 (configuration not stated) | -16 | -1.1 | -3 | 2 | -8 | -3 | . | 16 | 3 | -5 | -6
COc1ccc(CCNC(=O)C2CCCN(C(=O)c3ccc(Cl)cc3)C2)cc1 (configuration not stated) | -2 | 0.8 | -13 | 9 | 29 | -7 | 96 | 2 | -2 | 6 | -6
CCOC(=O)NC(=O)CSc1ccc2ccccc2n1 | -13 | 0.4 | . | 0 | 37 | 4 | 97 | 13 | -5 | -3 | -1
N#Cc1cn(CC(=O)O)c2ccccc12 | -27 | -0.9 | -23 | . | 1 | -4 | 101 | 27 | 5 | -5 | -2
O=C(CCCc1ccccc1)Nc1nccs1 | -9 | -0.4 | 51 | -4 | -17 | 3 | . | 9 | -1 | 12 | -1
Cc1nc(-c2cccc(NC(=O)Cc3ccccc3)c2)cs1 | 22 | 1.5 | 5 | -3 | 18 | 2 | 111 | -22 | -9 | 19 | -8
COc1ccc(C(CNC(=O)c2cccc(S(=O)(=O)Nc3ccc(F)cc3)c2)N2CCOCC2)cc1 (configuration not stated) | -2 | -0.8 | . | -3 | 21 | -2 | . | 2 | -7 | 14 | -13

Shown with two lines to a compound: part of the list above.
Order of values – SR-BI DiI inh	CDK5 p35 inh	SUMO Mot1 rescue	NSD2 inh	Arr AP2 block	PKA-R2B activ	DSG3 Ab inh	SR-BI uptake up	PKA-R1A act	MITF act	dFosB activator
CCNC(=O)COC(=O)c1cc(S(=O)(=O)N2CCCc3ccccc32)ccc1Cl
 : .	-2.5	4	3	5	-2	105	.	5	3	-6
CCC(C)n1cnc2c(=O)oc3ccccc3c21 (configuration not stated)
 : -5	-2.1	-5	-1	-11	-16	89	5	2	-15	-4
O=C(CSc1nc(O)c(C2CCCCC2)c(=O)[nH]1)Nc1ccc(F)cc1
 : -15	-0.2	22	0	-3	-8	91	15	-2	2	-3
Cc1cccnc1NC(=O)c1ccc2c(c1)NC(=O)C(C)S2 (configuration not stated)
 : 3	1.3	1	-1	4	-10	94	-3	4	13	0
COc1ccc(C(=O)Nc2ccc3ccccc3n2)c(OC)c1OC
 : 4	1.1	-7	-1	10	4	91	-4	-4	-7	-8
O=C(O)COc1ccccc1Cc1ccccc1
 : -21	1.1	0	-1	4	0	101	21	-18	1	-4
CN(C)S(=O)(=O)c1cccc(NC(=O)CN2C(=O)C3C4C=CC(C4)C3C2=O)c1 (configuration not stated)
 : -16	-1.1	-3	2	-8	-3	.	16	3	-5	-6
COc1ccc(CCNC(=O)C2CCCN(C(=O)c3ccc(Cl)cc3)C2)cc1 (configuration not stated)
 : -2	0.8	-13	9	29	-7	96	2	-2	6	-6
CCOC(=O)NC(=O)CSc1ccc2ccccc2n1
 : -13	0.4	.	0	37	4	97	13	-5	-3	-1
